12-LOX inh: blocks human arachidonate 12S-lipoxygenase; Potency, µM (highest dose often 108 µM), for inactives: at the top dose activity change, negative = inhibition, usual class: inhibitors; 580,000 tested, 1.1% active; purified 12hLO, xylenol orange hydroperoxide absorbance; AID 1671190; P18054; active means well fitted inhibition curve with a large enough effect; inconclusive means small, poorly fitted or top-dose-only effect, or another doubt; inactive means no such curve, though single readings can be large or run the other way
Target sequence (P18054 whole entry, looked up): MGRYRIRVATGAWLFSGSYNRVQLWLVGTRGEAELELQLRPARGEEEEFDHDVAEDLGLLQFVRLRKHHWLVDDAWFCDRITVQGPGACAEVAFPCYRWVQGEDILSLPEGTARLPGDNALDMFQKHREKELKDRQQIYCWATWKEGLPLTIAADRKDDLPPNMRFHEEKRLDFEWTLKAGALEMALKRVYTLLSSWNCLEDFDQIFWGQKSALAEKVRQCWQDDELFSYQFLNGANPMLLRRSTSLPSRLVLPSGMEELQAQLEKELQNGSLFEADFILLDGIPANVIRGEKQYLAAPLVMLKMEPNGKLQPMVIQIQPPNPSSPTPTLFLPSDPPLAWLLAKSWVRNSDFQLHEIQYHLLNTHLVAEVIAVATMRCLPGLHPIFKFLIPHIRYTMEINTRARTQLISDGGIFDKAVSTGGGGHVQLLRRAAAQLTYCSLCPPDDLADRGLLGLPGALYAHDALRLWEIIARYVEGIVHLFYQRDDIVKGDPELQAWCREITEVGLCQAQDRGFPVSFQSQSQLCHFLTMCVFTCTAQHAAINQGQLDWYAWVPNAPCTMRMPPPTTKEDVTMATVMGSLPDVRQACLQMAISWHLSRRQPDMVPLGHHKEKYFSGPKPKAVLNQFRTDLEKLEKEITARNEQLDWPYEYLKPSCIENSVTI
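Hydroperoxide product was detected by ferrous iron/xylenol orange as the 573 to 405 nm absorbance ratio. Arachidonic acid at 40 uM (final) was turned over for 30 min at room temperature by 150 nM human 12hLO, pH 7.0 Hepes buffer, after 15 min compound preincubation.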
Numbers without * were called inactive; u = inconclusive; [ ] = another dose, or the depositor's remark. On the % scale 0 is the no-effect control and ±100 the full control effect; potency means the concentration at half of the fitted maximal effect. Some of the compounds tested, so the mix of outcomes need not match the whole.

| Molecule | 12-LOX inh |
| --- | --- |
| CC(C)c1noc(-c2cn(C3CCCN(C(=O)c4ccc(F)c(F)c4)C3)nn2)n1 (centres undefined) | 12.0% |
| O=C(NCc1cnccn1)c1ccc(-c2ncc3cnc(C4=CCOCC4)cn23)cc1 | 42.4%[activator][176 µM] |
| Cc1nc(-c2ccc(Cl)cc2)n(CC(=O)N2CCN(c3ccc(F)cc3)CC2)c(=O)c1CCO | -0.3% |
| CS(=O)(=O)Nc1ccc(C2(C(=O)NCc3ccc(F)cc3)CCCCC2)cc1 | 41.2%[activator] |
| COc1ccc(C2Cn3nnc(-c4noc(-c5ccc(Cl)cc5OC)n4)c3CO2)cc1 (centres undefined) | 1.9% |
| CCN1C(=O)C2(CCN(S(=O)(=O)c3c(C)nn(C)c3C)CC2)c2ccccc21 | 0.8% |
| O=C(c1ccccc1)N1C[C@@H](CO)[C@H](c2nc(-c3ccncc3)no2)C1 | -1.1% |
| CNC(=O)[C@@H]1C[C@H](Oc2cccnc2)CN1C(=O)c1ccco1 | 49.4%[activator] |
| COc1cccc(NC(=O)C2(C)CCc3cnc(N4CCOCC4)nc32)c1 (centres undefined) | 17.3%[176 µM] |
| Cc1ccccc1C(=O)N1CCC2(CC1)CCN(Cc1cccs1)c1ccccc1O2 | 10.6% |
| Cc1cc(C)cc(C(=O)N2CCCN(S(C)(=O)=O)c3ccccc32)c1 | 24.7% |
| COCCCNC(=O)N1CCC2(CC1)CC(N(Cc1ccc(F)cc1)C1CC1)CCO2 (centres undefined) | 38.1%[activator] |
| COc1cc(OC)c(NC(=O)Cn2c(N(C)Cc3ccccc3)nc(C)cc2=O)cc1Cl | 24.4% |
| Cc1cc2ncc(C(=O)NCc3ccccn3)cn2n1 | 84.8%[activator][176 µM] |
| Cc1cc2c(-c3ccccc3C)nc(-c3c(C)noc3C)cc2[nH]1 | -4.9%[176 µM] |
| COCCNc1ccc2nnc(-c3ccccn3)n2n1 | u |
| O=C(c1ccoc1)N1CCCN(C(=O)C2COc3ccccc3C2)CC1 (centres undefined) | -27.6% |
| COc1ccc(-c2noc([C@@H]3CCCN3C(=O)c3ccc(C(C)(C)C)cc3)n2)cc1OC | 16.0% |
| Cc1nc(-c2c3n(c(=O)n(CC(=O)Nc4ccccc4Cl)c2=O)CCCC3)no1 | u |
| Cc1cccc(OCCc2noc(C3CCCCN3S(=O)(=O)c3cn(C)cn3)n2)c1 (centres undefined) | 40.1% |
| COc1ccc(S(=O)(=O)N2CCOC[C@H](Oc3cccc(C)n3)C2)cc1 | 13.5%[176 µM] |
| COC(=O)C1=C(C)N(Cc2ccccc2)C(=S)NC1c1ccc(Br)cc1 (centres undefined) | u |
| COc1ccc(C(C)NC(=O)c2cc3c(N4CCCC4)nc(C)cn3n2)cc1OC (centres undefined) | 14.5% |
| O=[S+]1([O-])NC2(CCN(Cc3cccnc3)CC2)COc2ccccc21 | 4.0%[6.33 µM] |
| CN1C(=O)C(CC(=O)NCc2nnnn2-c2ccccc2)N(C)C1=O (centres undefined) | -7.8% |
| Cc1ccccc1N1Cc2c(NCc3cccs3)ncnc2N(C)CC1=O | 13.2% |
| Cc1cc(-c2ccnc(-n3ncc(C(=O)NCCc4ccncc4)c3C)n2)c(C)s1 | -1.5% |
| O=C(NC1CCc2n[nH]c(=O)n2CC1)c1ccsc1 (centres undefined) | 26.8% |
| CCOc1ccc(NC(=O)Cn2nc3c(cc2=O)CCCCC3)cc1 | 20.4% |
| Cc1ncc2c(c1CNC(=O)c1ccccc1F)CCN(C(=O)c1ccccc1-n1cccn1)C2 | 6.0% |
| Cc1ccc(C(=O)Nc2cccc(-c3ccc(N4CCN(C)CC4)nn3)c2)cc1C | -16.0% |
| NC(=O)C1(N2CCCCC2)CCN(c2nccc(-c3ccncc3)n2)CC1 | -9.1% |
| O=C1[C@@H]2C[C@@H](CN2Cc2cccnc2)Oc2ccccc2N1CC1CC1 | 14.9%[176 µM] |
| COCCNC(=O)[C@@H]1C[C@H](Oc2cccnc2)CN1C(=O)Cc1cccc(F)c1 | 8.4% |
| c1ccc(-c2noc(-c3cncnc3NCc3ccc4c(c3)OCO4)n2)cc1 | 12.6% |
| O=C(c1cccs1)N1CCN(c2cc(-c3cccs3)[nH]n2)CC1 | 23.0% |
| COc1ccc(N2Cc3c(NCCc4ccc(F)cc4)ncnc3N(C)CC2=O)cc1 | 1.8% |
| COc1ccccc1CC(=O)N1CC[C@@H](NC(=O)c2cnccn2)[C@H](O)C1 | 8.0% |
| CC(=O)N1CC2(CCN(C3CCCCC3)C2)Cc2ccccc21 (centres undefined) | 6.1%[6.33 µM] |
| Cc1ccc(-c2cccc(CN3CC4CCC(C3)N4c3ccc(C(F)(F)F)cc3)c2)c(C)c1 | 9.4%[6.33 µM] |
| CCc1nncn1C1CCN(S(=O)(=O)c2cccc(F)c2)CC1 | 26.9% |
| COc1cccc(NC(=O)C(Nc2ccccc2)c2ccccc2F)c1 (centres undefined) | 0.5% |
| CCOC(=O)C1(Cc2ccccc2Cl)CCNCC1 | 25.0% |
| COc1ccc2[nH]c3c(c2c1)CCNC31CCN(C(=O)c2ccccc2)CC1 | -6.7% |
| CCC(C)NC(=O)C(NC(=O)c1cccc(C)c1)C1CCN(C(=O)c2ccccc2F)CC1 (centres undefined) | 59.5%[activator] |
| Cc1ncccc1C(=O)N1CCCCCCN(C)C(=O)[C@@H]2CCC[C@@H]21 | 47.3%[activator] |
| Cc1ncc2n1C(=O)N(C1CCN(C(=O)c3ccc(Cl)cc3)CC1)C2 | u |
| CCCc1ccc(S(=O)(=O)NC2CCN(c3ccc(=O)n(CC4CC4)n3)CC2)cc1 | u |
| Cc1noc(C)c1CC(=O)N1CCC[C@H](n2c(=O)n(C)c3cccnc32)C1 | 32.7%[activator] |
| CCC(=O)N1CCc2c(C(=O)NCc3cc(C)ccc3C)cccc21 | 35.7%[activator] |
| CN(C)C[C@@H]1CN(S(C)(=O)=O)C[C@H]1NC(=O)c1c[nH]c2ccccc12 | 3.4% |
| O[C@@H]1C[C@@H](c2nc(Cc3ccc(F)cc3Cl)no2)N(Cc2ccco2)C1 | 25.1µM* |
| O=C(C[C@H]1NC(=O)c2ccccc2NC1=O)Nc1nc(-c2cccnc2)cs1 | 10.3% |
| O=S1(=O)N[C@H](Cc2ccccc2)COc2cc(F)ccc21 | -0.4% |
| COC(=O)C1(O)CC(c2ccccc2)C(C(=O)c2ccccc2)N1c1ccc(Br)cc1 (centres undefined) | u |
| CSc1nccc(N2CCC3(CC2)CC(=O)N(CC(C)C)C3)n1 | 4.9% |
| Cc1cc(C(=O)NC2CCCC2)c2c(C3CCNCC3)noc2n1 | 0.0%[6.33 µM] |
| NC(=O)C1CCN(CC[C@H]2CN(C(=O)c3ccc(C(F)(F)F)cc3)CC[C@H]2CC(=O)O)CC1 | 17.6% |
| COc1cc(F)ccc1-c1cc(C(=O)NCc2cccnc2)c2c(c1)N(C)CCO2 | 45.8%[activator][176 µM] |
| COc1ccc(CCC(=O)N2CC[C@@H]3COCCN(Cc4ccncc4)[C@@H]3C2)cc1 | 30.8% |

(listing goes on)
| Molecule | 12-LOX inh |
| --- | --- |
| COc1cccc(CN2C[C@@H](F)[C@@H](OCc3nc4ccccc4o3)C2)n1 | 37.9%[activator][176 µM] |
| COc1ccccc1OCCNC(=O)C1CC(=O)N(c2n[nH]c3cccc(F)c23)C1 (centres undefined) | 2.1% |
| COC(=O)[C@]12C[C@H](CC(=O)NCCC(C)C)C(=O)N(Cc3ccc4c(c3)OCO4)C1=C[C@H](C(C)C)O[C@@H]2C1CC1 | 5.4% |
| O=C(Cc1cccc(Cl)c1)N1CCc2c(n(Cc3ccccc3)n(-c3ccccc3)c2=O)C1 | 3.2% |
| CCc1nc(-c2ccc(OC3CCN(C(=O)COc4ccc(F)cc4)C3)cc2)no1 (centres undefined) | 14.6% |
| COCCN1CC(CO)C2(CCN(Cc3cccs3)CC2)C1 (centres undefined) | 56.8%[activator] |
| Clc1ccccc1C1(c2ccnc(NC3CCC3)n2)CCNCC1 | u |
| CCc1nc(-c2nnn3c2COC(c2ccc(OC)cc2)C3)no1 (centres undefined) | 38.1%[activator] |
| CCC(CC)C(=O)NC[C@H]1O[C@H](Cc2cc(-c3ccc(F)cc3)on2)CC[C@@H]1O | 3.9%[176 µM] |
| O=C(O)[C@@H]1CN(Cc2ccccc2)C[C@@H]1C(=O)N1CCCCC1 | 9.9% |
| O=c1c2c(CO)c(-c3ccc(F)cc3)nn2ccn1CCOc1ccccc1 | 32.9%[activator] |
| COc1cccc(C(=O)N[C@H](C(=O)N2CCC[C@H]2C(=O)NCc2ccccc2)c2ccccc2)c1 | 1.0% |
| CCN(CC1CCCN(CCc2cccc(OC)c2)C1)C(=O)CSC (centres undefined) | 65.6%[activator] |
| CC(=O)NC[C@H]1CCN(Cc2cccc(Cl)c2F)C[C@H]1N(C)C | 24.2% |
| CC(=O)N1CC2(Cc3ccccc31)CN(C(=O)Cc1ccc(F)cc1)C2 | 7.8%[176 µM] |
| Oc1ccccc1CN1CCNc2cnc(OCc3cccnc3)cc2C1 | 64.5%[activator][176 µM] |
| COc1ccc(C(=O)Nc2ccc3c(c2)CN(Cc2ccccc2Cl)C(=O)C(C)O3)cc1OC (centres undefined) | -0.6% |
| O=C(NCC1Cc2cc(-c3cnc4ccccc4c3)cc(F)c2O1)c1cnsn1 (centres undefined) | u |
| Cc1oc2c(c1C(=O)NC1CCN(C)CC1)CN(C)CC2 | 142.6%[activator] |
| COC1CCN(C(=O)Cc2c[nH]c3ncc(-c4cnn(C)c4)cc23)CC1 | -0.3%[176 µM] |

Part of the list above in a different format.
| 12-LOX inh | compound |
| --- | --- |
| 12.0% | CC(C)c1noc(-c2cn(C3CCCN(C(=O)c4ccc(F)c(F)c4)C3)nn2)n1 (centres undefined) |
| 42.4%[activator][176 µM] | O=C(NCc1cnccn1)c1ccc(-c2ncc3cnc(C4=CCOCC4)cn23)cc1 |
| -0.3% | Cc1nc(-c2ccc(Cl)cc2)n(CC(=O)N2CCN(c3ccc(F)cc3)CC2)c(=O)c1CCO |
| 41.2%[activator] | CS(=O)(=O)Nc1ccc(C2(C(=O)NCc3ccc(F)cc3)CCCCC2)cc1 |
| 1.9% | COc1ccc(C2Cn3nnc(-c4noc(-c5ccc(Cl)cc5OC)n4)c3CO2)cc1 (centres undefined) |
| 0.8% | CCN1C(=O)C2(CCN(S(=O)(=O)c3c(C)nn(C)c3C)CC2)c2ccccc21 |
| -1.1% | O=C(c1ccccc1)N1C[C@@H](CO)[C@H](c2nc(-c3ccncc3)no2)C1 |
| 49.4%[activator] | CNC(=O)[C@@H]1C[C@H](Oc2cccnc2)CN1C(=O)c1ccco1 |
| 17.3%[176 µM] | COc1cccc(NC(=O)C2(C)CCc3cnc(N4CCOCC4)nc32)c1 (centres undefined) |
| 10.6% | Cc1ccccc1C(=O)N1CCC2(CC1)CCN(Cc1cccs1)c1ccccc1O2 |
| 24.7% | Cc1cc(C)cc(C(=O)N2CCCN(S(C)(=O)=O)c3ccccc32)c1 |
| 38.1%[activator] | COCCCNC(=O)N1CCC2(CC1)CC(N(Cc1ccc(F)cc1)C1CC1)CCO2 (centres undefined) |
| 24.4% | COc1cc(OC)c(NC(=O)Cn2c(N(C)Cc3ccccc3)nc(C)cc2=O)cc1Cl |
| 84.8%[activator][176 µM] | Cc1cc2ncc(C(=O)NCc3ccccn3)cn2n1 |
| -4.9%[176 µM] | Cc1cc2c(-c3ccccc3C)nc(-c3c(C)noc3C)cc2[nH]1 |
| u | COCCNc1ccc2nnc(-c3ccccn3)n2n1 |
| -27.6% | O=C(c1ccoc1)N1CCCN(C(=O)C2COc3ccccc3C2)CC1 (centres undefined) |
| 16.0% | COc1ccc(-c2noc([C@@H]3CCCN3C(=O)c3ccc(C(C)(C)C)cc3)n2)cc1OC |
| u | Cc1nc(-c2c3n(c(=O)n(CC(=O)Nc4ccccc4Cl)c2=O)CCCC3)no1 |
| 40.1% | Cc1cccc(OCCc2noc(C3CCCCN3S(=O)(=O)c3cn(C)cn3)n2)c1 (centres undefined) |
| 13.5%[176 µM] | COc1ccc(S(=O)(=O)N2CCOC[C@H](Oc3cccc(C)n3)C2)cc1 |
| u | COC(=O)C1=C(C)N(Cc2ccccc2)C(=S)NC1c1ccc(Br)cc1 (centres undefined) |
| 14.5% | COc1ccc(C(C)NC(=O)c2cc3c(N4CCCC4)nc(C)cn3n2)cc1OC (centres undefined) |

3 of the entries above in order of the 12-LOX inh value, ascending.
| Molecule | 12-LOX inh |
| --- | --- |
| COc1ccccc1OCCNC(=O)C1CC(=O)N(c2n[nH]c3cccc(F)c23)C1 (centres undefined) | 2.1% |
| NC(=O)C1CCN(CC[C@H]2CN(C(=O)c3ccc(C(F)(F)F)cc3)CC[C@H]2CC(=O)O)CC1 | 17.6% |
| Cc1cccc(OCCc2noc(C3CCCCN3S(=O)(=O)c3cn(C)cn3)n2)c1 (centres undefined) | 40.1% |

Continuation.
| Molecule | 12-LOX inh |
| --- | --- |
| O=C(NCc1ccc(F)cc1)[C@@H]1C[C@H](c2ccc(F)cc2)N([S+](=O)([O-])C2CC2)C1 | -12.3%[176 µM] |
| O=C(c1ccc(Cl)cc1)N1CCN(c2cc(-c3ccc(F)cc3)[nH]n2)CC1 | 32.5% |
| COCCCNc1nc2c(S(=O)(=O)c3ccc(C(C)C)cc3)nnn2c2ccccc12 | -1.0%[6.33 µM] |
| COCCc1noc([C@@H]2CC(F)(F)CN2C(=O)c2cccc(C)n2)n1 | 34.8%[activator] |
